# RGS4 act = RGS4 potentiators or activators, primary screen, cell-based, HEK293 M3R inducible RGS4, calcium flux | B-score at 10 µM | actives 0.92% (n = 310,000) | AID 463111, 2010 | carbachol calcium flux Fluo4; active compounds read low;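 active = B-score of the integrated calcium signal more than 4 SD below the library mean, with starting fluorescence not abnormally high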;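 note: negative B-score means reduced calcium response which marks RGS4 activation or potentiation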
#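 Material: M3R-expressing HEK293 line, RGS4 induced by doxycycline | Schedule: Overnight RGS4 induction, 30 min dye load 37 °C, 20 min compound RT | Measured by: Fluo4 fluorescence kinetic imaging of calcium | Read-out: Integrated calcium ratio converted to B score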
# KCNQ1 block = inhibitors of human KCNQ1 channel, primary screen, cell-based, thallium flux, high-throughput; Potassium voltage-gated channel subfamily KQT member 1 (Homo sapiens), P51787; CHO-K1 KCNQ1, FluxOR thallium flux fluorescence; active compounds read high; B-score at 10 µM; actives 1.3% (n = 310,000);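 active = compounds whose thallium flux B-score, printed positive for inhibition, exceeds three library SD while starting fluorescence stays within three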;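 note: channel opened by potassium depolarization with thallium stimulus after 20 min compound exposure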
# Target sequence (P51787 whole entry, looked up): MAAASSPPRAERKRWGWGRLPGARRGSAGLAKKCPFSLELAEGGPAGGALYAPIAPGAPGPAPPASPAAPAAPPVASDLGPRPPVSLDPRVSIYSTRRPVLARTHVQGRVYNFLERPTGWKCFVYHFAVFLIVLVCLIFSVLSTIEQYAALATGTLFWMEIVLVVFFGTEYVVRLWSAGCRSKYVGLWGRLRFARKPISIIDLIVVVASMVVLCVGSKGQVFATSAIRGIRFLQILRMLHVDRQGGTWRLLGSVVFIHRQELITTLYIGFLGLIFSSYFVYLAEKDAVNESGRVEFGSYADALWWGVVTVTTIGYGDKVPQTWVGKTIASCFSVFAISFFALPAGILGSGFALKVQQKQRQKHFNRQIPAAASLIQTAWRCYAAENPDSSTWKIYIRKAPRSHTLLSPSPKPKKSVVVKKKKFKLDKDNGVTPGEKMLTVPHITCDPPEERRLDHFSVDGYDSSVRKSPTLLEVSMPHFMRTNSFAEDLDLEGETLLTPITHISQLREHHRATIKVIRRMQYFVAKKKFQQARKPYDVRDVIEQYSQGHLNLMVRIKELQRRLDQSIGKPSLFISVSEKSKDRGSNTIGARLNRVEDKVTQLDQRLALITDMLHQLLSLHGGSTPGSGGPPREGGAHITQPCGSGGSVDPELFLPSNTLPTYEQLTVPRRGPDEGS
# TMEM16A act = TMEM16A chloride channel activators or potentiators, primary screen, cell-based, HTS | HEK293 TMEM16A/YFP-H148Q/I152L, iodide quench fluorescence; active compounds read low | B-score at 10 µM | actives 0.3% (n = 340,000) | AID 623877, 2012;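 active = fluorescence-ratio B-score plate-corrected deviation score at least 3 library SD below zero, with starting fluorescence score within 5 deviations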;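 note: channel opened by trigger with iodide after compound preincubation; score built on the fluorescence ratio of max minus min over baseline; more negative score means more quench and so TMEM16A activation or potentiation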
# TMEM16A inh = TMEM16A chloride channel inhibitors, primary screen, cell-based, HTS | Anoctamin-1 (Mus musculus), Q8BHY3 | HEK293 TMEM16A/YFP iodide influx fluorescence, ionomycin | normalized B-score (activity score, 25-100; higher = stronger inhibition) at 10 µM | actives 1.2% (n = 310,000);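 active = ratio plate-corrected score three or more library SD toward inhibition, starting fluorescence score within five deviations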;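 note: score derived from kinetic fluorescence span divided by baseline fluorescence per well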
# HDAC3 inh = HDAC3 deacetylase inhibitors, primary screen, biochemical, fluorescence, cell-free homogeneous. AID 2718, 2010. recombinant HDAC3, fluorogenic peptide/trypsin coupled. actives 0.15% (n = 320,000). Histone deacetylase 3 (Homo sapiens), O15379. inhibition, % at 8.3 µM; in the data active = inhibition above about 26%, passing the limit was not always enough; inconclusive = no clear call, values can overlap the other calls
# RGS4 block = RGS4 inhibitors, primary screen, cell-based, HEK293 M3R inducible RGS4, calcium flux. Regulator of G-protein signaling 4 (Homo sapiens), P49798. Fluo-4 calcium flux; active compounds read high; triggered by carbachol at its EC20. B-score at 10 µM. actives 0.45% (n = 310,000). AID 463165, 2010;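 active = B-score, a plate-corrected calcium signal, over three deviations above library mean, with baseline fluorescence within five deviations of library mean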;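 note: RGS4 expression induced by doxycycline in cells with stable M3 receptor; B-score is computed from the integrated fluorescence ratio over baseline after carbachol; higher B-score means a larger calcium signal and so more RGS4 inhibition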
# hERG rescue = hERG rescue from dofetilide block, primary screen, cell-based, CHO-hERG, FluxOR thallium flux, dofetilide IC70; dofetilide IC70 present; activation (rescue from dofetilide block), less the hit threshold, % at 10 µM; actives 0.51% (n = 310,000); AID 1511, 2009;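 active = activation above the mean of controls blocked by dofetilide plus 5 SD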;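 note: thallium influx through hERG after potassium depolarization seen as dye fluorescence rise; in these data hits start at about 4.7%; inactives centre near -7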
# KCNK9 block = KCNK9 potassium channel inhibitors, primary screen, HEK293 cells, thallium flux; Potassium channel subfamily K member 9 (Homo sapiens), Q9NPC2; FluxOR thallium flux fluorescence; active compounds read low; B-score at 10 µM; actives 1.2% (n = 310,000);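 active = ratio B-score over 3 SD below the library mean, with starting fluorescence within 5 SD of its mean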;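 note: negative B-score means less thallium flux so channel inhibition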
# Target sequence (Q9NPC2 whole entry, looked up): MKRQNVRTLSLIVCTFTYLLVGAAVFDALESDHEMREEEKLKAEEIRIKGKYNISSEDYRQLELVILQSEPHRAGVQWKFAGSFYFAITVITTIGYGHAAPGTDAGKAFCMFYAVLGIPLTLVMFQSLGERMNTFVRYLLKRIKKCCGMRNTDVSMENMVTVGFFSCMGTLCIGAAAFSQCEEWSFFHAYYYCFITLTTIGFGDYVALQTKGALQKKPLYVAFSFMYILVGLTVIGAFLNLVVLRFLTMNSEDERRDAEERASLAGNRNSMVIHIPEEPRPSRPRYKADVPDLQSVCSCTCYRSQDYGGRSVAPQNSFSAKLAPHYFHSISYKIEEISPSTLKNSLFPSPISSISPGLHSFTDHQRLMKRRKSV
# KCNQ1 act = potentiators or activators of KCNQ1 channel, primary screen, cell-based, thallium flux, high-throughput; Potassium voltage-gated channel subfamily KQT member 1 (Homo sapiens), P51787; CHO-K1 KCNQ1, thallium flux FluxOR fluorescence; active compounds read high; B-score at 10 µM; actives 0.35% (n = 310,000); AID 2648, 2010;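 active = fluorescence ratio B-score, a plate-corrected score, at least three library SD, with initial intensity B-score within 5 SD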
#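 System: Stable KCNQ1 CHO-K1 line | Incubation: 90 min dye loading and 20 min compound exposure, both at room temperature | Measure: Ratio B score | Medium: Assay buffer for compound exposure, DMSO matched across wells | Compound dosing: Single-concentration screen | Probe or stimulus: K+/Tl+ depolarizing stimulus | Measured by: Kinetic FluxOR fluorescence, 10 s baseline plus 110 s post-stimulus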
# KCNK3 block = human KCNK3 channel inhibitors, primary screen, CHO cells, FluxOR thallium flux, B-score | Potassium channel subfamily K member 3 (Homo sapiens), O14649 | FluxOR fluorescence; active compounds read low | B-score at 10 µM | actives 0.84% (n = 340,000) | AID 602410, 2012;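 active = B-score under library mean minus 4 SD, starting fluorescence ratio at most library mean plus 5 SD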;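 note: more negative B-score means stronger inhibition of thallium flux through KCNK3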
# SKKanGAS inh = S. pyogenes SKKanGAS growth inhibitors in kanamycin, primary screen, streptokinase expression inhibitor project, SKKanGAS strain, BacTiter-Glo luminescence | AID 1662, 2009 | inhibition, % at 7.5 µM | actives 1.3% (n = 300,000) | 6 h;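 active = mean replicate score, as percent of positive control median, at least 50; inconclusive = mean below 50 but one replicate at or above 50; inactive = mean and every replicate below 50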;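 note: strain carries kanamycin resistance gene driven by streptokinase promoter and grows in 40 µg/ml kanamycin; loss of luminescence reflects streptokinase promoter inhibition or plain growth inhibition; 0% = median of DMSO wells and 100% = positive control at its reference dose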
# Numbers without * were called inactive; i = inactive; ? = inconclusive; nt = not tested or not shown.
SMILES,RGS4 act,KCNQ1 block,TMEM16A act,TMEM16A inh,HDAC3 inh,RGS4 block,hERG rescue,KCNK9 block,KCNQ1 act,KCNK3 block,SKKanGAS inh
COc1ccc(N(CC(=O)Nc2cccc(C)c2)S(=O)(=O)c2ccc(C)cc2)cc1OC,i,i,i,i,12,i,-3,i,i,i,-2
Cc1ccccc1CN1C(=O)/C(=C\c2ccc(C(=O)NCCN3CCOCC3)cc2)Sc2ccccc21,-12*,i,i,i,1,i,-13,i,i,i,15
c1ccc(-c2ncnc3cc4n(c23)CCC4)cc1,i,i,i,i,-9,i,-7,i,i,i,-1
CN(CC1CCCO1)S(=O)(=O)c1ccc(C(=O)N2CCN(c3ccccc3)CC2)cc1 (stereo not given),i,i,i,i,2,i,-9,i,i,i,4
CC1CC(C)(C)CC2(C1)NC(=O)N(CC(=O)NCCc1c[nH]c3ccccc13)C2=O (stereo not given),i,i,i,i,-2,i,-13,i,i,i,-7
COc1ccc(C(=O)CCC(=O)NCCc2c[nH]c3ccccc23)cc1,i,i,i,i,0,i,-10,i,i,i,-1
COc1ccccc1NC(=O)/C(C#N)=C/c1cccnc1,i,i,i,i,13,i,-15,i,i,i,1
C=CCNC(=S)NNC(=O)COc1cccc(Cl)c1,i,i,i,i,3,i,-7,i,i,i,-2
CN(CCOc1ccc(Cl)cc1)C(=O)c1cc([N+](=O)[O-])ccc1N1CCOCC1,i,i,i,i,10,i,-19,i,i,i,-1
COC(=O)Cn1ncc2c3ccccc3n(C)c2c1=O,i,i,i,i,3,i,-6,i,i,i,0
Cc1nc(Cl)c2c(n1)N(CC(N)=O)C(=O)CO2,i,i,i,i,0,i,-7,i,i,i,-14
Cc1cc(C)nc(-n2nc(C)cc2NC(=O)c2cccc(S(=O)(=O)N(C)C)c2)n1,i,i,nt,i,-4,i,-7,i,i,nt,8
O=C1OCCC1Sc1nc2ccccc2c(=O)n1Cc1ccc(F)cc1 (stereo not given),i,i,i,i,3,i,9.9*,i,11*,i,4
CC(=O)c1ccc(NC(=S)N2CCN(CCN3C(=O)c4cccc5cccc(c45)C3=O)CC2)cc1,i,i,i,i,?,i,-10,i,i,i,2
Nc1nc(SCC(=O)Nc2ccc(Cl)cc2C(F)(F)F)n[nH]1,i,i,i,i,-1,i,-6,i,i,i,1
CCOC(=O)c1sc(NC(C)=O)c(C(=O)OCC)c1C,i,i,i,i,0,i,-4,i,i,i,11
COc1ccc(-c2noc(CCCC(=O)NC3CCCCC3)n2)cc1OC,i,i,i,i,-4,i,-7,i,i,i,0
CCOC(=O)c1cnn2c(C)cc(-c3ccccc3)nc12,i,i,i,i,-31,i,-15,i,i,i,-6
Cc1cc(Cl)c(OCCOCCN2CCC(C)CC2)c(Br)c1,i,i,i,i,-2,i,-8,i,i,i,-12
CC(C)CCNC(=O)C(C)N(Cc1ccc(F)cc1)C(=O)c1ccc(CN2CCOCC2)o1 (stereo not given),i,i,i,i,-5,i,-15,i,i,i,-6
COc1ccc(C(=O)c2cnc3ccccc3c2-c2ccccc2)cc1,-8.6*,i,i,i,5,i,-9,i,i,-9.2*,-3
Clc1ccc(Cn2nnc3ccccc32)cc1,i,i,i,i,-1,i,-10,i,i,i,9
CC(=O)c1sc(NC(=O)c2ccc(C)cc2)nc1C,i,i,i,i,-1,i,-8,i,i,i,-4
COc1ccc(CCn2c(C)cc3c(c2=O)C(c2ccncc2)C(C#N)=C(N)O3)cc1OC (stereo not given),i,i,i,nt,nt,i,-13,i,i,i,6
Cc1ccc(S(=O)(=O)N2CCCCC2CCNC(=O)C(=O)NCc2ccccc2)cc1 (stereo not given),i,i,i,i,nt,i,-1,i,i,i,11
Cc1ccc(N2NC3(CCN(C(N)=O)CC3)NC2=O)cc1,i,i,nt,i,-8,i,0,i,i,nt,4
CC(C)n1c(O)c(N=Nc2ccc(Cl)nn2)c2ccccc21,i,i,i,i,2,i,-7,i,i,i,3
CCc1nc(-c2ccccc2)cc(=O)[nH]1,i,i,i,i,2,i,-4,i,i,i,4
Cc1oc(-c2ccccc2F)nc1CSCC(=O)NC1CC1,i,i,i,i,2,i,-10,i,i,i,-2
CCOC(=O)N1CCC(NC(=O)c2cc(S(=O)(=O)N3CCc4ccccc43)cn2C)CC1,i,i,i,i,6,i,-9,i,i,i,1
CCOC(=O)CN1C(=O)S/C(=C/c2ccc(N3CCCCC3)o2)C1=O,i,i,i,i,5,i,-2,i,i,i,-2
Cc1ccc(C(=O)Nc2ccc(Cc3ccncc3)cc2)cc1[N+](=O)[O-],i,i,i,100*,1,i,-8,i,i,i,-4
Cn1c(SCC(=O)c2c(N)n(C)c(=O)n(C)c2=O)nnc1-c1ccccc1,i,i,i,i,-5,i,-7,i,i,i,-1
COc1ccccc1CC(=O)NNS(=O)(=O)c1ccccc1[N+](=O)[O-],i,i,i,i,2,i,-6,i,i,i,-5
COc1ccc(C(=O)c2cnc[nH]2)cc1OC,i,i,i,i,-3,i,-9,i,i,i,6
Cc1ccc(C(=O)NCc2nnc3c(C(F)(F)F)cc(Cl)cn23)o1,i,i,i,i,-8,i,-5,i,i,i,-2
O=C(N/N=C/c1ccccc1O)c1ccc2c(c1)OCO2,i,i,i,i,-3,i,-7,i,i,i,105*
CCCN(C(=O)c1cc(-c2ccco2)nc2ccccc12)c1c(N)n(Cc2ccccc2)c(=O)[nH]c1=O,i,i,i,i,6,i,-17,i,i,i,3
O=C1c2ccccc2S(=O)(=O)N1Cc1nc2ccccc2s1,i,i,i,i,1,i,-13,i,i,i,3
COc1ccc(CC(=O)OCC(=O)Nc2ncc(Cl)cc2Cl)cc1OC,i,i,i,i,1,i,-9,i,i,i,3
Cc1cc(C)c2nc(N3CCC(C(=O)N4CCN(C(=O)c5ccco5)CC4)CC3)sc2c1,i,i,i,i,3,i,-23,i,i,i,-5
CCCC(=O)OCC(=O)Nc1cc([N+](=O)[O-])ccc1OC,i,i,i,i,0,i,0,i,i,i,-11
CCOC(=O)C(Cc1ccccc1)C(=O)Nc1cccc2ccccc12 (stereo not given),i,i,i,i,5,i,-20,i,i,i,-2
Cn1c(SCC(=O)Nc2ccccc2)nnc1-c1ccc2nonc2c1,i,i,i,i,0,i,-8,i,i,i,-4
Cc1ccc(CC(=O)NCCCn2ccnc2)cc1,i,i,i,i,nt,i,-14,i,i,i,-3
Cc1cc(C)c(S(=O)(=O)Nc2ccc(C(=O)O)cc2)cc1S(=O)(=O)Nc1ccc(C(=O)O)cc1,i,i,i,i,-2,i,-11,i,i,i,0
Cc1ccccc1-n1c(SC2CCOC2=O)nnc1-c1ccncc1 (stereo not given),i,i,i,i,?,i,-7,i,i,i,3
CCCOc1ccc(-c2c(C(=O)N/N=C/c3cccnc3)nnn2-c2nonc2N)cc1,i,i,i,i,2,i,-7,i,i,i,2
CCOc1ccc(Br)cc1S(=O)(=O)Nc1ccc(NC(=O)c2ccccc2F)cc1,i,i,i,i,10,i,-6,i,i,i,11
CN(CC(=O)Nc1ccc(Cl)c(C(F)(F)F)c1)C(=O)Cc1c[nH]c2ccccc12,i,i,i,i,10,5.9*,-15,i,i,i,19
# (continued)
SMILES,RGS4 act,KCNQ1 block,TMEM16A act,TMEM16A inh,HDAC3 inh,RGS4 block,hERG rescue,KCNK9 block,KCNQ1 act,KCNK3 block,SKKanGAS inh
C=CCNC(=S)/N=c1/ccccn1CC,i,i,i,i,-2,i,-10,i,i,i,3
c1ccc(SCc2cn(C[C@H]3CC[C@@H]([C@@H]4CC[C@H](Cn5cc(CSc6ccccc6)nn5)O4)O3)nn2)cc1,i,i,i,i,0,i,-8,i,i,i,-7
O=C(c1ccco1)N1CCN(S(=O)(=O)c2ccc3[nH]c(=O)oc3c2)CC1,i,i,i,i,-2,i,-8,i,i,i,0
COc1ccc(C(C(=O)NC2CCCCC2)N(C(=O)c2snc(C(N)=O)c2N)c2ccccc2OC)cc1 (stereo not given),i,i,i,i,-4,i,-7,i,i,i,7
COc1ccccc1-c1cc(C(=O)N2CCN(c3ccc(F)cc3)CC2)no1,i,i,i,i,-1,i,-5,i,i,i,1
C=C(C)C1CC=C(C)/C(=N/NC(=O)c2ccc(NC(=O)CC)cc2)C1 (stereo not given),i,i,i,i,4,i,-10,i,i,i,10
CC(=O)C1[C@H](N(C)C)CC2C3CC=C4CC(O)CC[C@]4(C)C3CC[C@@]21C (stereo not given in full),i,i,i,i,-23,i,-4,i,i,i,3
Cn1c(=O)c2c(nc(CN3CCN(c4ccccc4)CC3)n2Cc2ccccc2Cl)n(C)c1=O,i,i,i,nt,nt,i,-6,i,i,i,13
CC(C)n1nc(C(=O)OCC(=O)N2CC(=O)Nc3ccccc32)c2ccccc2c1=O,i,i,i,i,3,i,-10,i,i,i,-1
C/C(=N\NC(=O)COc1ccccc1[N+](=O)[O-])c1cccc(NC(=O)c2ccncc2)c1,i,i,i,i,0,i,-14,i,i,i,14
COc1ccc(-c2cc3c(=O)n(CC(=O)N4CCCC4)ncn3n2)cc1,i,i,i,i,5,i,-9,i,i,i,-1
COC(=O)c1c(NC(=O)/C=C/C(=O)O)sc(C)c1-c1ccc(C(C)C)cc1,i,i,i,i,6,i,-26,i,i,i,32
CCCN1CCc2c(sc(NC(=O)CCS(=O)(=O)c3ccccc3)c2C(N)=O)C1,i,i,i,i,-1,i,-8,i,i,i,29
O=C(COC(=O)C1CCN(c2ccc(C(F)(F)F)cn2)CC1)NC1CCCCC1,i,i,i,i,-5,i,-13,i,i,i,1
Cc1ccc(-n2nc3c(c2NC(=O)c2ccc4c(c2)OCO4)CSC3)cc1,i,i,i,i,2,i,-4,i,i,i,2
CN1CCN(C(=O)Nc2ccccc2CC[N+](=O)[O-])CC1,i,i,i,i,6,i,-2,i,i,i,-1

# Source: PubChem (several laboratories)
